F-actin modifier – alters cytoskeleton assembly in HUVEC cells | HUVEC TNFa F-actin phalloidin imaging, high content | 91,000 tested, 0.18% active | AID 836 | inhibition, % at 2 µM;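 active means inhibition above the batch mean plus 3 SD and confirmed as a hit by visual image inspection, cut at about 30% in these data, passing the limit was not always enough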; further: strong numbers were not always called active
EphB4 ephrin blk – EphB4-ephrin-B2 interaction antagonism; P54760; EphB4 LBD / TNYL-RAW-Alexa532 peptide, fluorescence polarization; inhibition, % at 7 µM; 97,000 tested, 0.15% active; AID 720;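 active means inhibition above the screen-wide mean inhibition plus 3 SD, cut at about 15% in these data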;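 further: 0% = DMSO wells and 100% = excess unlabeled TNYL-RAW peptide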
PLK1 inh – inhibitors of human PLK1 kinase; P53350; AID 619; recombinant PLK1 kinase, TR-FRET peptide phosphorylation; inhibition, % at 10 µM; 97,000 tested, 0.53% active;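 active means inhibition of 50% or more in the single-concentration screen; inactive means inhibition below 50%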;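 further: 0% = DMSO max control and 100% = H-89 dihydrochloride min control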
Target sequence (P53350 whole entry, looked up): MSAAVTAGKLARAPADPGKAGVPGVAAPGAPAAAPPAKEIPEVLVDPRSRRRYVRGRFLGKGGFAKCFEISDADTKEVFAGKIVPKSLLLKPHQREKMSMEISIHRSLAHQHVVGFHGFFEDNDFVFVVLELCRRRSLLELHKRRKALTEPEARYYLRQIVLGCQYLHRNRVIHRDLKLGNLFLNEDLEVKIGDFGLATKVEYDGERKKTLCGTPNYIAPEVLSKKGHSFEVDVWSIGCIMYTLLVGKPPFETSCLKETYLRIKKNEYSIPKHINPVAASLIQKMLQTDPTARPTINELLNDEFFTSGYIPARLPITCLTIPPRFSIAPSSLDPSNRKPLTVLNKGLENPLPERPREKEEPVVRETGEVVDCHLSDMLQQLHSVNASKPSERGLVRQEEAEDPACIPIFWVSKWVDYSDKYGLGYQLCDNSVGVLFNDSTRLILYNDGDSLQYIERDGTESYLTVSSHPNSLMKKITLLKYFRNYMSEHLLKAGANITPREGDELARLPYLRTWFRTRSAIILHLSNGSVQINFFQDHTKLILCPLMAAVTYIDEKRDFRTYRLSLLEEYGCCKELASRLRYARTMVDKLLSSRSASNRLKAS
Rev-RRE block – disrupts HIV-1 Rev binding to RRE RNA | 97,000 tested, 0.79% active | Rev peptide-RRE RNA binding, FRET | P05866 | AID 704 | inhibition, % at 8 µM;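 active means inhibition above the screen-wide mean plus 3 SD, cut at about 35% in these data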;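 further: 0% = median DMSO wells and 100% = median Neomycin B control wells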
Target sequence (P05866 whole entry, looked up): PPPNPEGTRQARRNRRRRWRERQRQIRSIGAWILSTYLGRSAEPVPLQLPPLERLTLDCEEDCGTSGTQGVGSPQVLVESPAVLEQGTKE
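Assay system: labelled RRE RNA duplex and labelled Rev peptide / Medium: HEPES pH 7.5 salt buffer with EDTA / Reagent: labelled Rev peptide / Schedule: 5 + 15 min at 25 °C / Signal: FRET, excitation 480 nm, emission 540 nm donor and 671 nm acceptor / Benchmarks: DMSO and neomycin B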
PTK2B oligo ant – Pyk2 (human) oligomerization antagonism; Q14289; Q293 cells, Pyk2 FERM NanoBiT luminescence; hits give low values; z-score (the deposit names both 25 µM and 10 µM); 99,000 tested, 0.83% active;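 active means Z-score of -3 or lower, scaled per plate to the spread of control and sample wells; inactive means z-score above -3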;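 further: negative z-score means lost luminescence so less FERM oligomerization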
FAK inh – inhibitors of human focal adhesion kinase | Q05397 | biochemical FAK kinase activity assay | inhibition, %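 (tested at 7 µM)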 | 97,000 tested, 0.84% active | AID 727; in the data active means inhibition above about 19%;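 further: 0% = DMSO and 100% = reference compound high control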
PLK1 PBD inh – inhibitors of human Plk1 polo box domain binding; inhibition, %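 (tested at about 20 µM)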; P53350; 97,000 tested, 0.13% active; AID 693; Plk1 PBD phosphopeptide binding, fluorescence polarization; in the data active means inhibition above about 34%, passing the limit was not always enough
LYP act – LYP (human) phosphatase activation. 96,000 tested, 0.11% active. Q9Y2R2. activation, % at 2 µM. recombinant LYP, DiFMUP fluorescence; 0 = plate median, 100 = signal doubled;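 active means activation at 2 µM above a set limit, the mean plus 5 SD, cut at about 37% in these data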
LYP inh 2 – blocks human PTPN22 phosphatase activity. inhibition, % at 2 µM. recombinant LYP catalytic domain, DiFMUP fluorescence. 96,000 tested, 0.21% active. Q9Y2R2;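 active means inhibition at 2 µM at or above a set limit, the screen mean plus 3 SD, cut at about 24% in these data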;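 further: 0% = DMSO with enzyme and 100% = enzyme fully blocked by orthovanadate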
An asterisk follows results filed as active; · = not tested or not shown; [ ] = dose if it differs, or a comment.

LYP inh 2	EphB4 ephrin blk	PLK1 PBD inh	LYP act	Rev-RRE block	PTK2B oligo ant	PLK1 inh	F-actin modifier	FAK inh	Molecule
2	1	-21	0	2	-0.6	-5	4	3	O=C1CC(O)(C(F)F)Oc2ccc3ccccc3c21 (stereo not given)
-2	8	18	0	7	·	-5	-5	4	CCOC(=O)c1[nH]c2ccccc2c1NC(=O)C(CC)CC
3	7	-7	-1	7	0.5	3	-3	4	Cc1cccc(C)c1NC(=O)C(NC=O)c1ccccc1Cl (stereo not given)
-5	-6	3	5	8	-1.9	-7	23	0	CCOc1ccccc1N1CCN(C(=O)c2cccc(-c3ccc(O)cc3)c2)CC1
3	-2	-12	1	9	-1.1	-6	2	-2	Cc1ccc(-c2nn(-c3cc(Cl)ccc3[N+](=O)[O-])c(=O)c3ccccc23)cc1
1	-1	-73	-3	92*[fluorescence artefact?]	-2.1	-16	-4	1	COc1cc(C2C(C#N)=C(N)Oc3cc(N(C)C)ccc32)cc2c1OCO2 (stereo not given)
-3	-4	-18	0	1	·	-8	6	2	Cn1c(C(=O)N2CCN(Cc3ccccc3)CC2)cc2c(=O)n(C)c3ccccc3c21
9	1	5	-11	5	0.97	-3	100*	2	CCOc1ccccc1C(=O)NCCC(=O)O
2	-2	13	-2	4	0.12	-5	-1	2	O=C1CNC(=O)c2c(nc3n2CCC3)N1
-3	-4	-9	2	-2	-0.39	0	20	-3	O=C(CN1CCc2ccccc21)NC(=O)NCc1ccco1
-1	-3	0	1	3	0.23	-6	-20	-2	CCOC(=O)CC(=O)CSc1nc2c(cc1C#N)CCC2
2	2	-15	-5	4	0.03	-1	8	-2	NC(=O)C1CCN(C(=O)CN(c2cccc(C(F)(F)F)c2)S(=O)(=O)c2ccccc2)CC1
0	10	14	-2	9	0.89	-2	-23	5	C=C(C)c1cccc(C(C)(C)NC(=O)Nn2cnnc2)c1
-3	-1	3	2	10	1.1	-13	·	0	Cc1ccc(CNC(=O)C2C3C=CC(C3)C2C(=O)O)cc1 (stereo not given)
-1	3	-20	2	-1	-1.5	-5	2	2	COCCn1nnnc1C(CC(C)C)N1CCN(c2ccccc2)CC1 (stereo not given)
-11	-1	3	9	7	0.63	-11	-13	-1	CC(=O)Oc1oc(-c2ccccc2)nc1/C=N/c1ccccn1
5	1	-21	-3	2	-0.25	-7	-12	-8	CCOC(=O)C(Cc1ccccc1)C(=O)Nc1ccccc1C (stereo not given)
8	4	-10	-7	11	-0.74	-6	5	0	Nc1nc(C2CCCCC2)cs1
-9	7	-6	7	11	-0.71	-1	28	-5	O=S(=O)(NC1CCCC1)c1ccc(S(=O)(=O)N(Cc2cccs2)CC2CCCO2)cc1 (stereo not given)
3	2	-3	-7	11	-0.04	-3	-14	1	Cc1cc(Br)ccc1OCc1nc(-c2cccnc2)no1
-7	1	-11	9	6	-0.4	-15	21	-1	c1csc(CSc2nnc3sc4ccccc4n23)c1
-9	1	9	8	2	0.28	-4	-3	-1	CCOC(=O)c1ccc(NC(=O)CCc2ccc(CC)o2)cc1
2	-3	-26	-4	7	-2.3	2	-10	5	O=C(Nc1ccc(S(=O)(=O)N2CCc3ccccc32)cc1)c1ccco1
-3	6	19	2	4	-0.03	-4	-4	4	CC(C)c1ccc(NS(=O)(=O)c2ccc3[nH]cc(C(=O)N4CCC(C(N)=O)CC4)c(=O)c3c2)cc1
16	-4	8	-14	1	-1.1	1	15	-9	O=C(c1cc2sccc2n1Cc1ccccc1)N1CCN(c2nc3ccccc3s2)CC1

Among those listed so far, 3 contain a furan ring, fused or not:
LYP inh 2	EphB4 ephrin blk	PLK1 PBD inh	LYP act	Rev-RRE block	PTK2B oligo ant	PLK1 inh	F-actin modifier	FAK inh	Molecule
-3	-4	-9	2	-2	-0.39	0	20	-3	O=C(CN1CCc2ccccc21)NC(=O)NCc1ccco1
-9	1	9	8	2	0.28	-4	-3	-1	CCOC(=O)c1ccc(NC(=O)CCc2ccc(CC)o2)cc1
2	-3	-26	-4	7	-2.3	2	-10	5	O=C(Nc1ccc(S(=O)(=O)N2CCc3ccccc32)cc1)c1ccco1

New compounds follow
LYP inh 2	EphB4 ephrin blk	PLK1 PBD inh	LYP act	Rev-RRE block	PTK2B oligo ant	PLK1 inh	F-actin modifier	FAK inh	Molecule
8	2	-3	-9	7	0.52	-6	-5	-1	Cc1ccccc1NC(=O)CSCCO
4	-2	-19	-4	7	-2.2	3	·	1	N#Cc1cc2c(nc1SCC(O)CS(=O)(=O)Cc1ccc(Cl)cc1)CCCC2 (stereo not given)
0	1	-15	-3	4	0.66	3	4	2	Cc1ccc(S(=O)(=O)NCC(=O)OCC(=O)NC(=O)c2cccn2C)cc1
-3	1	7	-1	4	-2.1	48	12	-2	CCOC(=O)c1ccc(-n2c(=S)sc3c(=O)[nH]c(C)nc32)cc1
8	-2	-16	-7	3	-0.53	-9	-3	1	Cc1nc2sc(C(c3ccco3)N3CCc4ccccc4C3)c(O)n2n1 (stereo not given)
2	-5	15	1	7	-0.11	-6	4	-1	CCOC(=O)c1nc(N)c(C(=O)OCC)[nH]1
5	-4	3	-6	-1	1.3	-4	·	1	Cc1ccc2cc(CN(CCCN(C)C)C(=O)NCc3ccccc3)c(=O)[nH]c2c1C
2	-7	-23	-6	-4	·	-14	6	-2	CCCn1c(CCNC(=O)c2cccs2)nc2ccccc21
-6	0	1	6	7	-0.36	-6	-10	1	O=C(CCN1CCCC1)Nc1ccc(Br)cc1
-11	1	-3	14	8	-1.1	-10	-19	2	O=C(COc1ccc(-c2ccccc2)cc1)N/N=C/c1ccccc1Br
-15	-9	10	11	-2	1.1	-8	2	-1	COC(=O)C(NC(=O)C(NC(=O)c1ccccc1)C(C)C)C(C)C (stereo not given)
-1	-8	-3	-2	10	0.29	-12	0	-3	Nc1nonc1C(=O)NCCNCc1cc(Br)ccc1OCc1ccc(F)cc1
-1	0	-30	4	4	-0.54	0	12	-4	Cc1ccc(C(=O)c2cc([N+](=O)[O-])ccc2N2CCN(C)CC2)cc1
2	0	10	-4	5	-0.36	-3	0	2	CCN(CC)CC(=O)NCC1(c2ccccc2)CCOCC1
-2	0	10	-1	-2	0.36	-7	-3	1	CCC(Oc1ccccc1)C(=O)Nc1ccc(S(=O)(=O)N2CCOCC2)cc1 (stereo not given)
0	2	-4	2	11	1.9	-15	0	1	Cc1cc(Nc2ccccc2)n(CCO)n1
2	-2	2	-3	10	-1.1	-9	-13	2	CC(C)(Oc1ccc(Br)cc1)C(=O)N1CCc2ccccc21
-5	4	3	4	7	0.55	-3	-11	-1	Cc1cc(C)cc(-n2c(=O)c3sccc3n(CC(=O)NCc3ccco3)c2=O)c1
-8	2	0	7	7	·	-23	16	-4	Cc1cccc(-c2nc(CS(=O)CC(=O)N3CCc4ccccc4C3)c(C)o2)c1 (stereo not given)
-9	3	9	8	11	0.74	13	-9	-1	COc1ccc(S(=O)(=O)NC(C)C(=O)O)cc1 (stereo not given)
2	0	-16	-4	2	0.91	1	0	-1	Cc1ccc(-c2nnn(CC(=O)NCCc3ccc4c(c3)OCO4)n2)o1
-4	0	-4	5	4	·	-3	0	1	Cc1ccc(CNC(=O)C2c3ccccc3C(=O)N(C)C2c2c[nH]c3ccccc23)o1 (stereo not given)
-3	4	-12	2	7	0.61	-20	-6	4	N#CC(Nc1ccccc1)c1ccccc1OCc1ccccc1 (stereo not given)
6	5	16	-5	10	-0.07	-6	3	-1	CCOc1cc(NS(=O)(=O)c2ccccc2)c(OCC)cc1NC(=O)c1ccco1
9	-2	-11	-7	5	-0.9	-3	1	-3	Cc1nn(-c2ccccc2)c(OC(=O)c2cccs2)c1S(=O)(=O)c1ccc([N+](=O)[O-])cc1
-17	-8	10	20	1	-0.6	-3	-4	4	O=C1c2sc3nc4n(c(=O)c3c2CCC1Br)CCCCC4 (stereo not given)
-1	-1	-20	0	2	·	-5	12	1	Cc1cc(C)n2nc(SCC(=O)Nc3ccc(F)cc3)nc2n1
-12	3	1	10	3	-1.1	-16	-30	0	O=C(Cc1ccccc1)NC1CCS(=O)(=O)C1 (stereo not given)
-4	1	17	-1	-2	2.6	13	21	-3	C=CCn1c(CC(=O)OC)csc1=Nc1ccc(C(C)=O)cc1
-7	0	9	9	0	-0.19	-13	0	-3	CCn1c2ccccc2c2nnc(SCC(=O)Nc3c(C)n(C)n(-c4ccccc4)c3=O)nc21
-11	1	-22	5	0	·	-14	-1	0	CCOc1ccc(S(=O)(=O)n2nnc3ccccc32)cc1C
11	2	-24	-7	7	-0.63	-5	-3	-2	O=C(O)c1cc(NCc2ccc(F)cc2)ccc1N1CCOCC1
-1	5	-7	3	7	-1.3	-4	13	0	Cc1nnc(NC(=O)c2cccc(NC(=O)C(C)C)c2)s1
1	1	1	-1	4	-0.39	-12	-2	0	CCCN=C(N)/C(C(=O)OCC)=C(\O)c1ccc(OC)cc1
3	-1	-8	-3	10	-0.14	-1	1	2	COc1ccccc1-c1nc(SCC(=O)O)n[nH]1
-3	-1	-26	0	3	-0.62	8	-8	1	CC(=O)c1c(C)[nH]c(C(=O)N2CCc3ccccc32)c1C
-2	-8	-12	0	4	-1.5	-4	-2	-2	COCCn1ccc(O)c(Cc2ccccc2)c1=O
·	-5	4	·	6	-1.6	-11	·	-2	COc1ccc(S(=O)(=O)NCCc2c(C)nn(C)c2Oc2ccccc2)cc1
-3	-3	-19	1	7	1.1	32	11	1	Nn1c(SCC(=O)NCc2ccccc2)nnc1C1CC1
9	-4	-21	-8	5	0.89	-14	-8	-3	CCOC(=O)c1[nH]c2ccccc2c1NC(=O)CN(C)C
12	-3	-6	-10	0	·	-5	12	1	COc1ccc(-c2nn(-c3ccccc3)cc2C2CC(c3cccs3)=NN2C(=O)CCCC(=O)O)cc1 (stereo not given)
1	-4	-21	-4	0	0.77	-4	34	-1	O=C(OCc1cc(=O)n2cc(Br)ccc2n1)C1COc2ccccc2O1 (stereo not given)
6	-9	16	-4	1	-0.21	-13	-2	3	O=C(Nc1cccc(C(=O)N2CCCC2)c1)c1ccccc1Cl
-21	-7	10	20	2	-0.28	1	-2	-1	N/C(=N\OC(=O)CCC1CCCCC1)c1cccnc1
-10	-6	15	11	-1	-0.07	-8	-17	-1	Cc1cc(NC(=O)CSc2nnc3c(C)cc4ccccc4n23)no1
2	-6	-11	-2	-1	·	-16	12	-5	CCCc1cc(C(=O)Nc2cccc(C(C)=O)c2)no1
3	-1	6	-6	5	0.23	-2	-4	0	O=C(O)c1ccoc1CN1CCCCC1
5	1	-25	-7	2	-1	-8	-30	1	COc1ccc(-n2c(C)c(C(C)=O)c3cc(O)ccc32)cc1
-2	3	-15	5	2	2.1	-12	-3	1	O=C(Cn1nnc(-c2ccc(S(=O)(=O)N3CCCC3)cc2)n1)NCC1CCCO1 (stereo not given)
·	-1	8	·	2	-2.9	-7	·	0	O=C(N/N=C/c1cn(-c2ccccc2)nc1-c1ccccc1)c1ccco1
3	-3	0	-3	-1	0.39	-5	-15	-1	C=CCc1cc(Cl)ccc1OCCN(C)C
4	3	15	-5	11	0.8	-10	-20	0	Cc1[nH]c2ccccc2c1/C=N/n1cnnc1
-4	-6	14	1	3	0.36	3	-31	-2	Cc1cc(N(C)C)c(C#N)c(N2CCOCC2)n1

Record cards (already shown).
Results for O=C(N/N=C/c1cn(-c2ccccc2)nc1-c1ccccc1)c1ccco1 : LYP inh 2 = ·; EphB4 ephrin blk = -1; PLK1 PBD inh = 8; LYP act = ·; Rev-RRE block = 2; PTK2B oligo ant = -2.9; PLK1 inh = -7; F-actin modifier = ·; FAK inh = 0
Results for Cc1[nH]c2ccccc2c1/C=N/n1cnnc1 : LYP inh 2 = 4; EphB4 ephrin blk = 3; PLK1 PBD inh = 15; LYP act = -5; Rev-RRE block = 11; PTK2B oligo ant = 0.8; PLK1 inh = -10; F-actin modifier = -20; FAK inh = 0

Compound activity: PubChem BioAssay, several laboratories
